Screening results deposited in PubChem BioAssay by several laboratories.
TNAP inh hiacc: blocks human TNAP under high phosphate acceptor concentration | purified TNAP, CDP-star luminescence, 1 M DEA | inhibition, % at 20 µM | 200,000 compounds, 0.03% hits;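 active = over 50% inhibition of tissue-nonspecific alkaline phosphatase at 20 µM in the single-dose screen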;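 also: plate controls were DMSO wells for no effect and EDTA-quenched wells as full inhibition for full effect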
Target sequence (P05186 whole entry, looked up): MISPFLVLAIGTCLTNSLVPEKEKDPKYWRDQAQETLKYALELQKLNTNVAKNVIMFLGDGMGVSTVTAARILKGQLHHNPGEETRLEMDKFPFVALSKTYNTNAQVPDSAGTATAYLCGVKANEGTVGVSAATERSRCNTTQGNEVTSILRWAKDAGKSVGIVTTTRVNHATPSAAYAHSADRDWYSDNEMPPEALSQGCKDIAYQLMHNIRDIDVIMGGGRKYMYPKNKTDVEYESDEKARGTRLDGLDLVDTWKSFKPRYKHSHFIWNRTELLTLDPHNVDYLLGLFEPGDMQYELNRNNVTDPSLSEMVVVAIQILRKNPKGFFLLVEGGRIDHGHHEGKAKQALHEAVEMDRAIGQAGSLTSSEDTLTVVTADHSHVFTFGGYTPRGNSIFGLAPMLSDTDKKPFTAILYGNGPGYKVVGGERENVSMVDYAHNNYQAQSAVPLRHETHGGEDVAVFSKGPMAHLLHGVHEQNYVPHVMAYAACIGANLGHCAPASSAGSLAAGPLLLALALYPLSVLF
RAM network inh: inhibitors of the yeast RAM network | S. cerevisiae dse1pr::URA3 reporter, 5-FOA growth OD615, 2 d; analog-sensitive cbk1-as2 kinase mutant strain | inhibition, % at 50 µM | 190,000 compounds, 1.8% hits;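 active = inhibition above a set limit, 3 SD over mean compound inhibition, cut at about 8.4% in these data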;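 also: 0% = DMSO-only wells with no growth and 100% = 10 µM 1-NA-PP1 full growth; inhibition rescues growth on 5-FOA so higher OD means more RAM inhibition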
L major viab: inhibitors of Leishmania major promastigote growth | Leishmania major promastigotes, resazurin fluorescence viability | inhibition, % at 10 µM | 200,000 compounds, 9% hits; in the data active = inhibition above about 50%;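 also: promastigotes grown with compound for 44 hours at 28 °C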
APP transl inh: APP translation inhibition | SH-SY5Y APP 5'UTR-luciferase reporter, luminescence | inhibition, % at 2 µM | 190,000 compounds, 0.82% hits | AID 1285;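 active = inhibition above a set limit, derived from the sample mean plus 3 SD, cut at about 45% in these data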; also: values of inactives mirror those of a sister screen read the other way
bIAP inhibitor: blocks bovine intestinal alkaline phosphatase activity; purified bovine IAP, CDP-star luminescence, 30 min; inhibition, % at 20 µM; 190,000 tested, under 10 active; AID 1019;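 active = over 50% inhibition of intestinal alkaline phosphatase at 20 µM in the single-dose screen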
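Assay system – bovine IAP enzyme · Quantity – bovine IAP at 1/65,000,000 final dilution · Detection – CDP-star luminescence signal · Times – 30 min reaction at room temperature · Also added – CDP-star substrate at 30 µM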
bIAP activator: intestinal alkaline phosphatase (bovine) activation; activation factor at 20 µM; purified bovine IAP, CDP-star luminescence, 30 min; hits give high values; fold of DMSO-control signal, blank-subtracted; 200,000 compounds, 0.17% hits;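 active = activation factor of 2 or more at 20 µM, a signal rise over negative controls twice the positive control's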
FLuc inhib CS: Photinus pyralis luciferase inhibition counter-screen | inhibition, % at 10 µM | P08659 | AID 1006 | ATPLite firefly luciferase biochemical luminescence, 10 min | 200,000 compounds, 1.5% hits;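 active = inhibition above about 50% when tested at 10 µM, limit read from the data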
TNAP act hi DEA: increases human TNAP activity under high phosphate acceptor concentration | activation factor at 20 µM | 200,000 tested, under 10 active | AID 1136 | purified TNAP, CDP-star luminescence, 1 M DEA, 30 min; hits give high values; 0 = EDTA background, 1 = DMSO-only activity;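 active = activation factor at least 2 at 20 µM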
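Dosing: 20 µM single point. System: human TNAP. Amount: TNAP 1/800 final. Incubation: 30 min, room temperature. Read-out: TNAP activation factor scaled between EDTA and DMSO control wells. Signal: luminescence from CDP-star hydrolysis. Medium: 1 M DEA, pH 9.8, Mg2+, Zn2+. Control set: EDTA negative control, DMSO positive control.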
TNAP inh no acc: TNAP (human) inhibition, acceptor-free conditions; purified TNAP, CDP-star luminescence, 30 min; 200,000 compounds, 0.26% hits; inhibition, % at 20 µM;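 active = tissue-nonspecific alkaline phosphatase inhibition above about 50% at 20 µM in the single-dose screen, limit read from the data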;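 also: 0% = DMSO negative control and 100% = EDTA positive control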
FLuc stim CS: affects firefly luciferase, flagging false hits in luciferase stimulation screens. 200,000 tested, under 10 active. activation factor at 10 µM. ATPlite luciferase biochemical, luminescence, 10 min; 0 = ATP-free wells, 1 = DMSO control. AID 1027. P08659;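 active = luciferase activation factor, scaled between plate controls, of at least 2 with compound at 10 µM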
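Assay system: Luciferase/luciferin reagent mix; Medium: PBS as buffer for the ATP substrate; Dosing: test compounds dosed from 2 mM stocks in 100% DMSO; Times: 10 min, room temperature; Signal: luminescence from luciferase reaction; Read-out: luciferase activation; Controls: No-ATP low control, compound-free enzyme-plus-ATP high control.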
The depositor's hits bear a star; · = no result given. No enrichment for hits. About 13% of those tested had a hit in this group.

SMILES,TNAP inh hiacc,RAM network inh,L major viab,APP transl inh,bIAP inhibitor,bIAP activator,FLuc inhib CS,TNAP act hi DEA,TNAP inh no acc,FLuc stim CS
Cn1cc(CNCc2cn[nH]c2-c2ccc(F)cc2)c(-c2ccc3c(c2)OCCO3)n1,-1.8,0.3,3.1,-15.4,3.3,1,-1.7,1,10.4,1
Cc1sc2ncnc(Sc3ccccc3C(=O)Nc3ccc(C#N)cc3)c2c1C,-2.3,3.2,5.3,14.2,-51.0,1.5,-3.6,1,-12.8,1
O=C(Oc1cccc(/C=N/Nc2nc(N3CCOCC3)nc(N3CCOCC3)n2)c1)c1ccco1,-3.4,-0.3,1.5,17.4,-2.3,1,-6.1,1,-7.4,1.1
CCOc1ccc(NC(=O)C2=C(C)C(=O)OC23CCC(C)CC3)cc1 (stereo not given),-1.5,2.8,13.1,-14.4,3.3,1,-3.7,1,9.0,1
c1ccc(-n2nnnc2Oc2cccc3cccnc23)cc1,-0.8,1.6,63.0*,9.0,10.5,0.9,-4.9,1,-2.2,1
O=C(Nc1ncccn1)c1ccc([N+](=O)[O-])o1,15.5,1.8,-1.6,-8.6,12.4,0.9,1.1,0.8,2.3,1
CC(C)OC(=O)CSc1nc2cc3c(cc2cc1C#N)OCO3,-3.3,4.5,-5.7,-84.0,1.7,1,-8.8,1,-5.5,1.1
CCN(CC)CCCNC(=O)c1cc(-c2ccc(Cl)c(Cl)c2)on1,-4.0,0.9,99.3*,8.6,-6.4,1.1,-2.8,1,-15.8,1
Cc1cc2c(c(=O)n1CCCn1ccnc1)C(c1ccco1)C(C#N)=C(N)O2 (stereo not given),-8.8,1.3,-2.2,0.4,-8.0,1.1,-6.6,1.1,-9.0,1.1
COC(=O)c1ccc(NC(=O)CSc2nnc(COc3c(C)cccc3C)o2)cc1,-6.1,5.3,-3.5,·,0.5,1,-8.7,1.1,-8.8,1.1
CCCCCOc1ccc(NC(=O)C(=O)NCC2CCCN2CC)cc1 (stereo not given),-3.0,1.2,-0.5,-8.8,-14.7,1.1,-2.1,1,-10.9,1
Cc1nc2nc(Cc3ccccc3)nn2c(C)c1Cl,-3.1,1.0,-1.0,14.8,-0.7,1,1.2,1,-6.3,1

Record cards, from the list above. Order of screens: TNAP inh hiacc, RAM network inh, L major viab, APP transl inh, bIAP inhibitor, bIAP activator, FLuc inhib CS, TNAP act hi DEA, TNAP inh no acc, FLuc stim CS
CCOc1ccc(NC(=O)C2=C(C)C(=O)OC23CCC(C)CC3)cc1 (stereo not given) is listed with -1.5, 2.8, 13.1, -14.4, 3.3, 1, -3.7, 1, 9.0, 1
CCCCCOc1ccc(NC(=O)C(=O)NCC2CCCN2CC)cc1 (stereo not given) is listed with -3.0, 1.2, -0.5, -8.8, -14.7, 1.1, -2.1, 1, -10.9, 1

(listing goes on)
SMILES,TNAP inh hiacc,RAM network inh,L major viab,APP transl inh,bIAP inhibitor,bIAP activator,FLuc inhib CS,TNAP act hi DEA,TNAP inh no acc,FLuc stim CS
COc1cc(C(=O)N=c2sc3ccccc3n2C)cc(OC)c1OC,-3.2,6.1,30.6,-19.0,-4.6,1,-4.1,1,-6.6,1
Cc1ccc(C(=O)COC(=O)c2cc(=O)[nH]c3ccccc23)cc1,-2.9,5.5,-0.2,-6.6,-3.8,1,35.3,1,-9.0,0.6
CCc1ccc(C(=O)COC(=O)c2cnccn2)cc1,-9.8,-0.3,-5.5,9.3,-0.4,1,41.9,1.1,-0.4,0.6
C=C(Cl)COc1cc(C)cc2oc(=O)cc(CC)c12,-6.9,1.1,3.7,-3.3,18.0,0.8,-4.3,1.1,-9.7,1
CCOC(=O)c1c(C)nc2sc3c(=O)n(-c4ccc(C(C)=O)cc4)nnc3c2c1-c1ccc(OC)cc1,-6.8,5.9,43.8,-18.1,1.2,1,-2.5,1.1,-10.3,1
CC(C)N(Cc1nccn1C)C(=O)c1cc(COc2ccc3ncccc3c2)on1,-1.8,3.0,3.9,-7.0,-6.3,1.1,-3.6,1,0.7,1
CCSc1cc(N2CCOCC2)nc(-c2ccccc2)n1,-6.4,2.4,-7.7,7.9,17.4,0.8,-5.3,1.1,-10.0,1.1
Cc1ccc(OCCn2ccc(=O)[nH]c2=O)cc1C,-7.5,1.7,-4.1,6.2,6.4,0.9,-12.4,1.1,-5.6,1.1
CN(C)/C=C/C(=O)c1ccccc1OCc1cnc(Cl)s1,-1.5,0.6,-8.1,-23.8,6.6,0.9,-6.5,1,-2.5,1.1
CCC(C)C(=O)Nc1nnc(SCC(=O)Nc2ccccc2F)s1 (stereo not given),3.0,1.1,0.7,-25.2,0.2,1,0.0,1,-5.2,1
C=CCn1c(SCC(=O)Nc2cccc(C)c2)nnc1-c1cnccn1,-0.1,5.6,21.9,-2.7,-0.3,1,-1.4,1,-4.0,1
COc1ccc(-c2c[n+](CC(=O)OC3CC(C)CCC3C(C)C)c3n2CCC3)cc1 (stereo not given),-6.5,1.0,100.4*,1.5,-53.0,1.5,-4.8,1.1,-37.2,1

(more compounds)
SMILES,TNAP inh hiacc,RAM network inh,L major viab,APP transl inh,bIAP inhibitor,bIAP activator,FLuc inhib CS,TNAP act hi DEA,TNAP inh no acc,FLuc stim CS
O=C(CCN1C(=O)c2ccccc2C1=O)N1CCC(c2ccccc2)C1 (stereo not given),1.2,0.5,-7.3,-1.9,3.2,1,-6.4,1,-5.4,1.1
Cc1nc(CC(=O)N2CCN(c3cccc(C)c3C)CC2)cs1,-5.4,0.1,0.8,1.9,-8.2,1.1,-6.5,1.1,-11.1,1.1
COc1ccc(C2C(C(=O)N3CCCC3)CC(=O)N2c2ccc(OC)cc2)cc1 (stereo not given),-6.6,0.8,-6.6,8.9,18.4,0.8,-6.6,1.1,-13.4,1.1
O=C(O)c1ccn(Cn2cnc3ccccc32)n1,-4.6,0.5,-6.9,12.9,9.9,0.9,0.2,1,-10.3,1
Cc1ccc(NC(=O)c2ccc([N+](=O)[O-])o2)cc1S(=O)(=O)N1CCOCC1,-2.0,3.3,99.3*,57.8*,-26.0,1.3,-2.4,1,-8.8,1
COC(=O)c1ccc(NC(=O)CN(c2ccc(OC)cc2)S(C)(=O)=O)cc1,-3.1,1.9,11.9,-20.0,12.1,0.9,-4.9,1,-15.1,1
O=C(c1ccco1)N1CCN(Cc2cccc(F)c2)CC1,-1.8,0.9,-7.1,-6.7,-10.7,1.1,-2.1,1,-8.8,1
Cc1cc(Cl)ccc1OCC(=O)n1cc(C(=O)c2cc(Cl)ccc2O)cn1,-3.2,4.9,-12.2,9.5,3.0,1,-5.7,1,-6.2,1.1
O=c1[nH]c2ccc(S(=O)(=O)N3CCCCC3)cc2[nH]1,-10.6,5.3,-5.9,-13.6,4.5,1,-7.0,1.1,-5.1,1.1
CC1(C)CC(=O)C2=C(C1)Oc1ncn(CCCn3ccnc3)c(=N)c1C2c1ccccc1 (stereo not given),-6.7,0.5,4.3,-7.0,-4.8,1,-6.8,1.1,-1.1,1.1
COc1ccccc1C=NC(CO)C(O)c1ccc([N+](=O)[O-])cc1 (stereo not given),0.3,4.0,-7.6,2.1,1.0,1,-6.9,1,2.7,1.1
COc1cc2[nH]c(=O)n(CCC(=O)NCc3cccnc3)c(=O)c2cc1OC,-1.8,2.6,-3.2,-15.4,-0.8,1,-4.6,1,-2.1,1

Other entries
SMILES,TNAP inh hiacc,RAM network inh,L major viab,APP transl inh,bIAP inhibitor,bIAP activator,FLuc inhib CS,TNAP act hi DEA,TNAP inh no acc,FLuc stim CS
CCOC(=O)N1CCN(c2c(-c3ccc(C(C)C)cc3)c(=O)c2=O)CC1,-2.5,0.8,8.5,-23.3,6.3,0.9,-6.5,1,-5.6,1.1
COc1ccc(NC(=O)c2cc(C)nc3ccccc23)c(OC)c1,-3.7,0.4,2.3,-0.8,-17.5,1.2,-4.3,1,-3.8,1
O=C(CC(Sc1n[nH]c(-c2ccccc2)n1)c1ccccc1)NCc1ccccc1 (stereo not given),-3.5,4.2,8.0,-8.3,13.5,0.9,-8.4,1,35.4,1.1
Nc1ccc(N2CCN(c3cccc(Cl)c3)CC2)cc1,2.1,2.3,89.3*,24.2,-4.0,1,-2.6,1,-1.6,1
CCCn1nnc(NC(=O)c2cc(Br)ccc2OC)n1,-1.4,-1.6,2.9,7.4,2.0,1,-4.1,1,-6.9,1
CCSC1(SCC)N=C(N)C2(C#N)C(c3ccc(F)cc3)C12C#N (stereo not given),-2.5,-0.5,6.9,-6.8,5.2,0.9,-7.3,1,-25.3,1.1
COC(=O)c1c(O)c2ccccc2[nH]c1=O,-6.3,-0.4,-3.1,12.5,9.1,0.9,2.8,1.1,-6.4,1
CC1(C)CC(=O)C(C=NCCN2CCN(CC(=O)Nc3ccc(Cl)cc3)CC2)=C(O)C1,-5.2,1.3,1.3,-18.9,-5.7,1.1,-4.8,1.1,-10.3,1
CCN(CC(=O)NCCc1ccc(Cl)cc1)Cc1nc2ccccc2c(=O)[nH]1,-1.5,0.7,13.3,-3.1,-81.4,1.8,-1.7,1,-61.2,1
CC1=C(C(=O)OC(C)C)C(c2ccc(N(C)C)cc2)C2=C(CC(C)(C)CC2=O)N1 (stereo not given),-1.5,-0.1,22.7,-18.4,-8.9,1.1,0.5,1,-6.0,1
Cc1oc2nc(SCC(=O)NCCCO)nc(N)c2c1C,1.4,1.0,-0.1,7.7,10.8,0.9,-6.9,1,-9.3,1.1
Cc1ccc(C)c(N2CCN(C(=O)CCS(=O)(=O)c3cccc4nonc34)CC2)c1,-4.4,0.9,-1.7,1.2,7.3,0.9,-8.7,1,-10.8,1.1
CC1(C)CSC(=NCCc2ccccc2)N1C(=O)c1ccc(C#N)cc1,-2.9,-0.3,91.5*,-17.2,-16.8,1.2,-3.1,1,27.9,1
O=C(CCN1C(=O)/C(=C\c2cccs2)SC1=S)Nc1ccccn1,3.4,3.9,-5.6,6.0,10.5,0.9,-3.8,1,-0.9,1
